Compound activity deposited in PubChem BioAssay by The Scripps Research Institute Molecular Screening Center.
ARFGAP1 inhibitor: inhibitors of rat ARFGAP1 GAP activity, primary screen, biochemical, fluorescence polarization, GDP tracer; ADP-ribosylation factor GTPase-activating protein 1 (Rattus norvegicus), Q62848; Arfgap1-stimulated ARF1 GTP hydrolysis, GDP FP detection; inhibition, % at 16.5 µM; 360,000 tested, 0.26% active; AID 651572, 2012;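 active = inhibition above a per-plate limit, mean inhibition of low control wells plus 3 SD, cut at about 25% in these data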;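 note: 0% = DMSO wells with enzyme and 100% = wells lacking Arfgap1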
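Material: rat Arfgap1 GAP domain (His6, aa 1-136), purified enzyme. Also added: human ARF1(Δ1-17)-GTP substrate. Compound dosing: 16.5 µM single point, 1.26% DMSO. Timing: enzyme reaction 120 min at 25 °C after 20 min preincubation. Signal: GDP detection by fluorescence polarization. Read-out basis: percent inhibition of GAP-stimulated GDP formation, scaled between DMSO and no-Arfgap1 medians.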
PLC-gamma1 inh: PLC-gamma1 enzyme inhibitors, primary screen, biochemical, fluorescence, purified enzyme; 1-phosphatidylinositol 4,5-bisphosphate phosphodiesterase gamma-1 (Homo sapiens), P19174; fluorogenic substrate; inhibition, % at 12.2 µM; 370,000 tested, 0.84% active; in the data active = inhibition above about 9.5%
TDP2 inh: human TDP2 enzyme inhibitors, primary screen, biochemical, epi absorbance, recombinant enzyme; Tyrosyl-DNA phosphodiesterase 2 (Homo sapiens), O95551; T5PNP hydrolysis, p-nitrophenol absorbance 415 nm; inhibition, % at 12.8 µM; 370,000 tested, 0.34% active; AID 720702, 2013;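 active = inhibition above the mean of all tested compounds plus 3 SD, set per campaign, cut at about 25% in these data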;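 note: 0% = DMSO with enzyme and 100% = buffer with substrate but no TDP2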
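Incubation: 2 h at 37 °C; Test system: recombinant human TDP2; Quantity: enzyme 120 nM; Read-out basis: percent inhibition; Medium: 50 mM Tris-HCl pH 7.5 with Mg2+, KCl, DTT, BSA; Repeats: single replicate; Compound: 12.8 µM single point, 1% DMSO; Signal: epi absorbance; Reagent: 5 mM T5PNP chromogenic substrate; Benchmarks: no-enzyme high, DMSO-plus-enzyme low.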
ADAM10 inh: human ADAM10 inhibitors, primary screen, biochemical, QFRET, HTS | Disintegrin and metalloproteinase domain-containing protein 10 (Homo sapiens), O14672 | 370,000 tested, 0.62% active | inhibition, % at 7 µM | recombinant ADAM10, EDANS/DABCYL FRET peptide cleavage, 3 h;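 active = inhibition above a per-campaign cutoff equal to the mean of compounds falling between control-based bounds plus 3 SD, cut at about 20% in these data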;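 note: 0% = DMSO wells while the 100% control is not disclosed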
Target sequence (O14672 214-748 limits assumed): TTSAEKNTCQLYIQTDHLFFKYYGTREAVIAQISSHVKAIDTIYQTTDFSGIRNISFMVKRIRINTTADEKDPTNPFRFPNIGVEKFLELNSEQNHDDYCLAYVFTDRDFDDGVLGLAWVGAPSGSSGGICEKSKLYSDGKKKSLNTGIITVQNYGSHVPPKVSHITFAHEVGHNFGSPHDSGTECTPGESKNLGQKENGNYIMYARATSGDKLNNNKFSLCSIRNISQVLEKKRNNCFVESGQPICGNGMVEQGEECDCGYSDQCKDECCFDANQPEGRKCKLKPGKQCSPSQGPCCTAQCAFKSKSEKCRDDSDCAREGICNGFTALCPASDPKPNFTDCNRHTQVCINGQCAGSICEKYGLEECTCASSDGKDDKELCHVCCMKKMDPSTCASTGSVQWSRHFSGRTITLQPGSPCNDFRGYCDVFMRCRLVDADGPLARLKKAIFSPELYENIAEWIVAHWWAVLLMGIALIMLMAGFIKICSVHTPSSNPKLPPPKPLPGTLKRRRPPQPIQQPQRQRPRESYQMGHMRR
ASAP1 GAP inh: inhibitors of human ASAP1 ArfGAP activity, primary screen, biochemical, fluorescence polarization; inhibition, % at 16.5 µM; 360,000 tested, 0.19% active; ASAP1-stimulated ARF1 GTP hydrolysis, GDP FP detection; Arf-GAP with SH3 domain, ANK repeat and PH domain-containing protein 1 (Homo sapiens), …; in the data active = inhibition above about 25%;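 note: 0% = vehicle with enzyme and substrate and 100% = no enzyme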
SIAE primary: human SIAE inhibitors, primary screen, biochemical, fluorescence polarization, FP-Rh probe, 1536-well HTS; Sialate O-acetylesterase (Homo sapiens), Q9HAT2; SIAE FP-Rh probe binding; inhibition, % at 9.66 µM; 370,000 tested, 0.69% active; AID 1053197, 2014;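 active = inhibition above a cutoff: mean of compounds within the control limits plus 3 SD of those, cut at about 17% in these data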;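 note: 0% = plate median of compound wells and 100% = probe without SIAE protein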
DDE Tn7 FP inh: inhibitors of Tn7 peptide binding to fibrin DD(E), primary screen, biochemical, fluorescence polarization, human fibrin, Tn7 probe. Fibrinogen beta chain (Homo sapiens), P02675. FP displacement of FITC-Tn7 peptide from fibrin DD(E); 0% = median of compound wells per plate. inhibition, % at 8.3 µM. 370,000 tested, 0.13% active. AID 720508, 2013;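 active = inhibition above the mean of compounds falling within the control limits plus 3 SD of them, cut at about 14% in these data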;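 note: 0% = plate median of compound wells and 100% = 10 µM Aha-Tn7 peptide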
Target sequence (P02675 whole entry, looked up): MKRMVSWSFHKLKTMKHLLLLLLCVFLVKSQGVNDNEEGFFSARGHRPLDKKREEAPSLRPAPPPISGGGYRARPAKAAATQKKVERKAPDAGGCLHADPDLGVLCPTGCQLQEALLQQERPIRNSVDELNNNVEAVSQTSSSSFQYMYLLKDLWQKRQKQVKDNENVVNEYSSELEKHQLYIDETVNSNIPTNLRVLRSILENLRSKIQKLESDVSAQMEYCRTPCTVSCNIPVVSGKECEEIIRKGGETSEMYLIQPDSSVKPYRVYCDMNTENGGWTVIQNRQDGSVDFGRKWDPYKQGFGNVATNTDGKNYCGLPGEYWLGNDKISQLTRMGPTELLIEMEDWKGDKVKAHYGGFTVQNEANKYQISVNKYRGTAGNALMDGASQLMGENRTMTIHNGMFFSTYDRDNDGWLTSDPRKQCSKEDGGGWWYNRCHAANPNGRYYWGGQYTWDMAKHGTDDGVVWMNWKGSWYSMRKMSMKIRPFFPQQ
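Test system: human clot-derived fibrin DD(E) complex / Quantity: 2 µM final DD(E) protein / Incubation: 10 min plus 3 h, room temperature / Measured by: fluorescence polarization / Benchmarks: high control of 10 µM Aha-Tn7 peptide / Replicates: singlicate testing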
ADAM17 inh: ADAM17 inhibitors, primary screen, biochemical, QFRET | 370,000 tested, 0.83% active | recombinant ADAM17, EDANS/DABCYL FRET peptide cleavage | inhibition, % at 6.95 µM;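 active = inhibition above the mean of compounds lying between control limits plus 3 SD, set per campaign, cut at about 8.5% in these data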;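 note: 0% = DMSO-only wells as the low control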
PLCb3 inh: human PLC-beta3 inhibitors, primary screen, biochemical, fluorescence. 1-phosphatidylinositol 4,5-bisphosphate phosphodiesterase beta-3 (Homo sapiens), Q01970. Purified PLC-beta3, fluorogenic substrate. inhibition, % at 12.2 µM. 370,000 tested, 0.18% active. AID 720704, 2013; in the data active = inhibition above about 11%;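 note: 0% = median of compound wells on plate and 100% = full blocker control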
DDE Tn6 FP inh: inhibitors of Tn6 peptide binding to fibrin DD(E), primary screen, biochemical, fluorescence polarization, human fibrin, Tn6 probe | Fibrinogen beta chain (Homo sapiens), P02675 | Fibrin DD(E) TRITC-Tn6 fluorescence polarization displacement | inhibition, % at 8.3 µM | 370,000 tested, 0.21% active;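 active = inhibition above a per-campaign cutoff: mean of compounds within control limits plus 3 SD, cut at about 15% in these data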;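 note: 0% = median of all compound wells on the plate and 100% = blocking peptide control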
Starred values were filed as active, the others as inactive; i = inactive; . = not tested or not shown.

no.	ARFGAP1 inhibitor	PLC-gamma1 inh	TDP2 inh	ADAM10 inh	ASAP1 GAP inh	SIAE primary	DDE Tn7 FP inh	ADAM17 inh	PLCb3 inh	DDE Tn6 FP inh	compound
1	1	2	-5	-9	4	22*	1	0	0	-3	CN(C)c1nc2c(N)ncnc2n1[C@H]1O[C@@H](CO)[C@H](O)[C@@H]1O
2	0	1	-9	3	2	3	-7	1	-2	-3	CCSC1=C(C#N)C2(CCCCC2)C2=C(CC(C)(C)CC2=O)N1
3	-6	-2	2	-4	4	-4	3	2	-2	2	O=C(N/N=C/c1ccco1)c1ccccc1OCc1ccccc1Cl
4	19	-38	-5	-76	1	1	-4	-23	-65	0	O=C(CCN1CCN(c2ccccc2)CC1)N/N=C/c1ccccc1O
5	-1	-1	0	8	-13	-2	-1	-1	-4	7	COc1ccc(NC(=O)c2ccccc2N(Cc2ccccc2)S(C)(=O)=O)c(OC)c1
6	-5	5	2	-1	13	12	-4	0	-7	0	Cc1cc(C(=O)COC(=O)/C=C/c2cccc(Br)c2)c(C)n1C
7	1	-3	0	-24	3	3	2	-6	-1	-6	C[C@H]1CN([C@@H](C)CO)C(=O)CCCn2nncc2CO[C@H]1CN(C)S(=O)(=O)c1ccc(F)cc1
8	4	-1	1	4	-10	-4	-4	5	2	-2	O=C(Cn1cnc([N+](=O)[O-])n1)NC1CC1
9	3	0	3	-6	-7	5	2	-6	-7	1	Cc1cc(C)n(CC(=O)NC2CCCc3c2cnn3-c2ccccc2F)n1 (stereo not drawn)
10	6	-2	2	-6	8	6	10	-4	-4	6	CN(C(=O)COc1cc(=O)n(C)c2ccccc12)c1ccc(Br)cc1
11	-5	1	5	10	-13	-12	0	1	1	-9	Cc1ccc(N=C2S/C(=C/c3cccc(OCC(=O)O)c3)C(=O)N2C)cc1C
12	2	2	15	0	22	11	1	-1	-3	-1	O=C(N/N=C/c1cc2c(cc1[N+](=O)[O-])OCO2)c1cccnc1
13	7	9	-28	3	7	-2	-7	3	-3	3	CCOC(=O)Cc1csc(NS(=O)(=O)c2ccc(C(F)(F)F)cc2)n1
14	4	1	-17	10	-7	1	-9	3	2	-2	CCN(CC(=O)Nc1ccc(NC(C)=O)cc1)c1ccc(C(F)(F)F)cn1
15	3	0	-2	8	1	-1	-2	6	0	-1	CCCc1nc2ccccc2c(C(=O)OCC(=O)NCc2ccc3c(c2)OCO3)c1CC
16	2	-1	10	6	6	2	-1	-6	-1	-4	CSCCC(NC(=O)c1ccc(C)o1)C(=O)O (stereo not drawn)
17	-5	-1	10	-8	-10	2	-2	-5	-1	-5	Cc1cc(C)n(C(=O)CNc2ccccc2Cl)n1
18	7	-28	-16	-22	-3	2	-1	-8	-42	10	C/C=C(\C)CN1CCc2cc(OC)c(OC)cc2C1
19	-3	0	1	-2	-4	-8	-5	0	3	2	CCOC(=O)C1(Cc2cccc(Cl)c2)CCCN(C(=O)c2ccc(C)nc2)C1 (stereo not drawn)
20	1	-2	6	-6	-1	3	-6	-4	1	-3	COC(=O)C(CC(C)C)NC(=O)c1ccc([N+](=O)[O-])cc1 (stereo not drawn)

Record cards (already shown):
C/C=C(\C)CN1CCc2cc(OC)c(OC)cc2C1 is listed with ARFGAP1 inhibitor = 7; PLC-gamma1 inh = -28; TDP2 inh = -16; ADAM10 inh = -22; ASAP1 GAP inh = -3; SIAE primary = 2; DDE Tn7 FP inh = -1; ADAM17 inh = -8; PLCb3 inh = -42; DDE Tn6 FP inh = 10
Cc1cc(C)n(C(=O)CNc2ccccc2Cl)n1 is listed with ARFGAP1 inhibitor = -5; PLC-gamma1 inh = -1; TDP2 inh = 10; ADAM10 inh = -8; ASAP1 GAP inh = -10; SIAE primary = 2; DDE Tn7 FP inh = -2; ADAM17 inh = -5; PLCb3 inh = -1; DDE Tn6 FP inh = -5

The list continues.
no.	ARFGAP1 inhibitor	PLC-gamma1 inh	TDP2 inh	ADAM10 inh	ASAP1 GAP inh	SIAE primary	DDE Tn7 FP inh	ADAM17 inh	PLCb3 inh	DDE Tn6 FP inh	compound
21	14	-9	-5	-15	3	-6	2	-11	-11	-1	C(#Cc1ccccc1)Cn1nnc2ccccc21
22	-2	-32	7	-13	4	20*	-1	-2	-43	6	CC1(C)CC(=O)C2=C(C1)N1C(=C(C#N)C2c2ccc(Cl)cc2)N=C(N)c2ccccc21 (stereo not drawn)
23	0	-6	-14	5	-9	-2	4	-1	-8	5	CC(C)(C)C1=NN(c2ccc([N+](=O)[O-])cc2)C(c2ccccc2)C1 (stereo not drawn)
24	0	0	-1	-14	2	-3	-7	-2	-4	6	CCc1ccccc1Oc1nc2cc(-c3cccc(OC)c3)sc2c(=O)n1C
25	9	-2	-1	-5	3	3	0	-2	-1	1	COc1ccc(CCNC(=O)C2CC(c3ccccc3F)=NO2)cc1 (stereo not drawn)
26	2	-2	4	-3	-3	7	0	-2	-4	1	CCOC(=O)c1[nH]c(C)c(/C(O)=C2\C(=O)C(=O)N(CCCN3CCOCC3)C2c2cccs2)c1C (stereo not drawn)
27	-31	2	-7	-6	-9	2	-3	-1	-4	0	CCCCn1c(N)c(N(C)C(=O)c2ccccc2Oc2ccccc2)c(=O)[nH]c1=O
28	7	7	-14	20*	-8	-4	-2	2	2	4	O=S(=O)(NC1CCCCC1NS(=O)(=O)c1ccc(F)cc1)c1ccc(F)cc1 (stereo not drawn)
29	6	2	-2	6	1	-5	-7	4	1	-3	CC(=NC(C)C)C1=C(O)C(C)OC1=O (stereo not drawn)
30	1	1	8	0	-2	9	3	-3	-1	4	Cn1ccc(NC(=O)c2ccc([N+](=O)[O-])cc2)n1
31	-8	2	6	7	-4	-3	5	0	4	7	Cc1ccc(OCC(=O)NNC(=O)CSc2nnc(-c3ccc(C)cc3)n2C)cc1
32	2	2	-3	9	1	-6	3	-2	-1	5	CCNC(=O)Cc1ccc(Br)cc1
33	0	-141	-8	-41	9	-3	7	-16	-216	4	COc1ccc(OC)c2[nH]c(=O)c(CCNS(=O)(=O)c3ccc(F)cc3)cc12
34	-15	1	6	1	1	-2	-6	0	6	-4	COC(=O)Nc1ccc2c(c1)N(C(=O)CCN1CCOCC1)c1ccccc1S2
35	6	1	2	3	7	18*	-1	-1	-7	7	OCC1(CCc2ccccc2)CCCN(C/C=C/c2ccccc2)C1 (stereo not drawn)
36	-1	8	-6	5	-6	9	6	3	4	2	COc1ccc2[nH]c3c(c2c1)CCN1C(=O)C(CC(=O)NCc2ccc(OC)c(OC)c2)C[C@H](C(=O)N2CCOCC2)[C@@]31C (stereo partly drawn)
37	6	1	-4	9	-10	13	0	-3	1	-5	CCOC(=O)C(C(=O)OCC)N(C#N)c1nc(C)cc(C)n1
38	.	-3	1	-2	.	-1	0	0	-2	0	O=S1(=O)c2ccc(N3CCN(Cc4ccccc4F)CC3)cc2Oc2ccccc2CN1Cc1cn(Cc2ccccc2C(F)(F)F)nn1
39	-8	-1	0	3	1	-12	-6	1	-6	0	CC(C)(C)c1ccc(Oc2ccc(NC(=O)c3ccco3)cn2)cc1
40	13	1	4	-5	-1	-8	6	-10	0	-7	CC[n+]1c(S(=O)(=O)[O-])ccc2ccc(C)cc21
41	-4	-1	3	-1	-4	-1	4	-5	-5	-6	COc1ccc(CNC(=O)CCSCc2cccc(F)c2)cc1
42	-1	-19	0	-131	4	5	-7	-60	-25	-1	OCCNc1nc(N2CCCCC2)nc2ccccc12
43	3	i	5	i	4	19*	3	-195	i	5	Nc1c(C(=O)NCc2ccccc2)sc2nc(N3CCOCC3)c3c(c12)CCCC3
44	7	7	-3	-6	4	-2	1	-4	-2	8	CC/C(=C1/C(=O)CC(C)(C)C(C(=O)OC)C1=O)N1CCCC1 (stereo not drawn)
45	-5	4	3	3	1	0	4	1	2	0	O=C(N=Nc1c(O)[nH]c2ccccc12)c1ccco1
46	13	1	6	-9	-3	6	-2	-3	0	-6	CCC(=O)N1CCc2cc(S(=O)(=O)NC(Cc3ccccc3)C(=O)NC3CCCCC3)ccc21 (stereo not drawn)
47	-4	3	-13	2	-6	-10	-13	7	-1	-7	CCOC(=O)COC(=O)c1ccc(Oc2cc(C)nc(SC)n2)cc1
48	-3	9.6*	-14	5	-1	-16	4	-3	2	10	CCc1ccc(-c2nc(SCC(=O)NC3CCCC3)n[nH]2)cc1
49	10	-2	6	11	-1	-3	1	-3	-7	-1	Cc1cccc(C(=O)O)c1NC(=O)Cc1cccc2ccccc12
50	2	-1	6	-11	-5	5	5	-4	-1	-7	CC1CCC(CC(=O)O)(C(=O)O)CC1 (stereo not drawn)
51	12	1	2	-1	-7	-2	10	-2	1	1	CCOc1cccc(N(C(=O)Cc2cccs2)C(C(=O)NC2CCCCC2)c2cccn2C)c1 (stereo not drawn)
52	.	-5	-4	-12	.	6	4	-8	-6	-3	CS(=O)(=O)c1ccc(C(=O)OCC#CCSc2nnc(-c3cccc4ccccc34)o2)cc1
53	7	0	3	-4	-4	-6	-4	0	0	-5	COC(=O)CN1C(=O)[C@H]2[C@@H](c3ccc(C)o3)N3C(=O)CN(CC4CC4)C(=O)[C@@]3(Cc3ccccc3)[C@H]2C1=O
54	-3	0	3	2	-12	0	5	-3	-1	1	O=C(NCc1ccco1)c1ccc2nccnc2c1
55	-3	2	5	6	8	-1	8	0	-4	-7	Cc1ccc(NC(=O)COc2ncnc3cc([N+](=O)[O-])ccc23)cc1S(=O)(=O)N1CCOCC1
56	-3	1	-6	1	3	4	-3	1	3	-3	CC(C)=C1CCC(C)CC1=NNC(N)=S (stereo not drawn)
57	6	2	2	-1	-3	1	0	-4	2	3	Cc1cccc(C(O)c2cnc(C)n2Cc2ccccc2)c1 (stereo not drawn)

Outcome played no part in choosing rows; about 3.6% have a hit in one of these screens.
